CHT block: inhibitors of human choline transporter CHT; Q9GZV3; CHT-expressing cells, membrane potential dye, choline response; stronger effect = lower value; B-score at 10 µM; actives 0.86% (n = 310,000); AID 488975;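 active = B-score over 3 SD under the library average, and starting fluorescence ratio not unusually high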;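 note: choline stimulus applied at its EC90 after an EC20 pre-addition; B-score computed on integrated fluorescence ratio after choline addition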
Target sequence (Q9GZV3 whole entry, looked up): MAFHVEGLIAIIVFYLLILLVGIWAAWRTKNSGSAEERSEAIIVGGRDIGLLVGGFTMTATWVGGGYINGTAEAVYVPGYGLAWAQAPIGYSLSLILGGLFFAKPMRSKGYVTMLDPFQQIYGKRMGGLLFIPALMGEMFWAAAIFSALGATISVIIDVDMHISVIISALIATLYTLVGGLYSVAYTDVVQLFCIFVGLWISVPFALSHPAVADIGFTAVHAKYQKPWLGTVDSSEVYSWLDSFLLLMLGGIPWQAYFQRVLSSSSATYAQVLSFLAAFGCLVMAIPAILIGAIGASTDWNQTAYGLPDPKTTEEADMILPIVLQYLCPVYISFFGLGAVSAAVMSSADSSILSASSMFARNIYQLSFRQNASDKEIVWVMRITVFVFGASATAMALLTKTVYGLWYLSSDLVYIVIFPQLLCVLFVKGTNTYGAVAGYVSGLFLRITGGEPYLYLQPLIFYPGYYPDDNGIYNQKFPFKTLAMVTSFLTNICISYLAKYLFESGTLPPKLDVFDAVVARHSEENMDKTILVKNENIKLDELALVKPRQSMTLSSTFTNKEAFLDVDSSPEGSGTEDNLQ
Kir21 block: inhibitors of mouse Kir2.1 inward-rectifier potassium channel | P35561 | HEK293-Kir2.1, FluxOR thallium flux fluorescence; stronger effect = lower value | B-score at 10 µM | actives 0.85% (n = 310,000);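 active = fluorescence ratio B-score at or below minus 3 SD of library scores, with starting-brightness B-score within 2 SD, cut at about -4.2 in these data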;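 note: channel flux triggered by added potassium and thallium sulfate stimulus; B-score of peak minus minimum fluorescence over baseline after thallium stimulus; more negative B-score means stronger Kir2.1 block with less thallium influx; some compounds called inactive have numbers as strong as hits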
Target sequence (P35561 whole entry, looked up): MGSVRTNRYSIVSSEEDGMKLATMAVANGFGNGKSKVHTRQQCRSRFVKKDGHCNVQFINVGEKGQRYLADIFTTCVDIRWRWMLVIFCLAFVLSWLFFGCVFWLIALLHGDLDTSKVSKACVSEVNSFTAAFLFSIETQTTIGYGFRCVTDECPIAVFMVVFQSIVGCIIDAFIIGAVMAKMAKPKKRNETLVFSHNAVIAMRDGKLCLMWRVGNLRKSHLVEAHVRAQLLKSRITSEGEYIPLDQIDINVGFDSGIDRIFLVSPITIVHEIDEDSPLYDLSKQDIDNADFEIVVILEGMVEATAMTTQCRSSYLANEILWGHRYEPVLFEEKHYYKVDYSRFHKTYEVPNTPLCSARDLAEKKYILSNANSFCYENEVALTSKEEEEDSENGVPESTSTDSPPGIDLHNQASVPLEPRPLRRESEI
KCNQ2 block: KCNQ2 potassium channel inhibitors, primary screen, cell-based, CHO-K1, FluxOR thallium flux, B-score (AID 2156); B-score at 10 µM; actives 1.1% (n = 310,000); 20 min; stronger effect = lower value;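 active = fluorescence ratio B-score at most minus 3 library SDs, with starting brightness B-score within 2 library SDs, cut at about -5.5 in these data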
An asterisk follows results filed as active; i = inactive.

Start of the data: the first 2 records, ahead of the listing:
Under each structure – CHT block, Kir21 block, KCNQ2 block
1: CCc1ccc(OCCOCC(O)CNC(C)CC)cc1 (stereo not given)
  i, -1.61, i
2: CC(=O)c1csc(COc2ccc(Cl)cc2)n1
  i, 1.06, i

All compounds of this part, previewed entries included:
Under each structure – CHT block, Kir21 block, KCNQ2 block
1: CCc1ccc(OCCOCC(O)CNC(C)CC)cc1 (stereo not given)
  i, -1.61, i
2: CC(=O)c1csc(COc2ccc(Cl)cc2)n1
  i, 1.06, i
3: Cc1cc(N/N=C/c2ccncc2)c([N+](=O)[O-])cc1[N+](=O)[O-]
  i, 0.95, i
4: CCc1ccc(NC(=S)NCc2ccccc2)cc1
  i, -0.88, i
5: CC1CCN(C(=O)c2ccccc2NC(=O)Cc2ccccc2)CC1
  i, 0.28, i
6: O=C(CNC(=O)c1ccco1)OCC(=O)c1ccc2c(c1)CCCC2
  i, 1.01, i
7: Cc1cc(C)c2nc(NC(=O)c3cc(C)on3)sc2c1
  i, 0.72, i
8: O=S(=O)(Cc1ccccc1)/C1=C(\N2CCOCC2)CCCCCC1
  i, -1.68, i
9: COc1ccc(NC(=O)CCN2CCN(c3ccccc3F)CC2)c(OC)c1
  i, 0.47, i
10: CC(=O)c1cccc(NC(=O)N2CCCCCC2)c1
  i, -1.03, i
11: CCOc1c(/C=C(\C#N)C(N)=O)c2ccccc2n1CC
  i, -1.05, i
12: CCCOc1ccc(/C=N/NC(=O)c2ccc3c(c2)OCO3)c(OCCC)c1
  i, 2.94, i
13: CC(C)[C@H](NC(=O)OC(C)(C)C)C(=O)N1CCC(C(=O)N[C@@H](C)C(=O)Nc2ccc(F)cc2)CC1
  i, 0.01, i
14: Cc1c(NC(=S)NC(=O)c2ccc(Cl)cc2)c(=O)n(-c2ccccc2)n1C
  i, 0.02, i
15: Cc1ccc2nc(SCC(=O)N3CCCC3)[nH]c2c1
  i, 0.75, i
16: CCc1ccc(NC(=O)CSc2nc3nc(C)cc(C)n3n2)cc1
  i, 0.37, i
17: c1ccc2c(Nc3ccc(N4CCOCC4)cc3)nc(N3CCOCC3)nc2c1
  i, 0.38, i
18: CC(C)CC(=O)N1CC(C)N(C(=O)CC(C)C)CC1C (stereo not given)
  i, -0.56, i
19: CCOC(=O)CC1=CSC2=NS(=O)(=O)CCN12
  i, 0.33, i
20: CCN1CCN(C(c2ccccn2)c2c(NC(=O)c3ccccc3)sc(C)c2C)CC1 (stereo not given)
  i, -3.2, i
21: COc1cc(NS(=O)(=O)c2ccc(NC(=O)Cc3ccccc3)cc2)nc(OC)n1
  i, 0.82, i
22: CCOCCn1c(SCC(=O)OCc2ccccc2)nc2c1c(=O)[nH]c(=O)n2C
  i, 0.78, i
23: O=C1Nc2cc(C(=O)N3CCN(c4ccccn4)CC3)ccc2S/C1=C\c1ccccc1
  i, 2.47, i
24: Cc1nn(C(=O)c2c(-c3ccccc3)noc2C)c(C)c1N=Nc1cc(C(F)(F)F)cc(C(F)(F)F)c1
  i, -0.7, i
25: COc1cc(OC)cc(C(=O)OCC(=O)NCc2ccc3c(c2)OCO3)c1
  i, 1.59, i
26: COc1cccc(NC(=O)CSC(N)=O)c1
  i, 0.54, i
27: CCN(CC)CC(=O)Nc1ccc(C)cc1C(=O)c1ccccc1
  i, -1.39, i
28: CCCCn1c(-c2ccccc2)nc2c(=O)n(C)c(=O)[nH]c21
  i, 0.56, i
29: O=C(NC1CCC(c2ccccc2)CC1)c1cccnc1 (stereo not given)
  i, -2.1, i
30: CN(C)CCCN(C(=O)c1ccc2c(c1)OCCO2)c1nc2ccc(Cl)cc2s1
  i, -9.87*, i
31: Cc1cc(C(=O)O)ccc1-c1ccc(/C=C2\SC(=O)N(CC(=O)Nc3ccc4c(c3)OCO4)C2=O)o1
  i, 1.51, i
32: Cc1cccc(NC(=O)CN2C(=O)N/C(=C/c3ccc(C)o3)C2=O)c1
  i, 0.83, i
33: CCOc1ccccc1N1CCN(CC(=O)NC(C)c2ccccc2)CC1 (stereo not given)
  i, 1.32, i
34: COC(=O)c1[nH]c2cccc(OC)c2c1NC(=O)CCN1CCC(C(N)=O)CC1
  i, 0.95, i
35: CSc1ccc(/C=C/C(=O)N2CCCN(C)CC2)cc1
  i, -0.56, i
36: CN=c1sc2ccccc2n1CC(O)COCc1ccco1 (stereo not given)
  i, 0.17, i
37: COc1ccc(/C=C2\CC/C(=C\c3ccc(OC)c(OC)c3)C2=O)cc1OC
  i, -0.74, i
38: CC12CCC(C(=O)NCc3ccc4c(c3)OCO4)(C(=O)C1=O)C2(C)C (stereo not given)
  i, 0.07, i
39: COc1ccc(CN2CCCC(CNC(=O)c3ccc(F)cc3)C2)c(C)c1C (stereo not given)
  i, -1.68, i
40: O=C(Nc1c(F)cc(F)cc1Br)c1ccco1
  i, 0.33, i
41: O=C(/C=N\O)NCCCNCc1ccccc1
  i, -0.01, i
42: Cn1c2ccccc2c2cc(C(=O)OCC(=O)N3CC(=O)Nc4ccccc43)sc21
  i, 0.64, i
43: O=c1cc(CN2CCc3ccccc3C2)nc2sccn12
  i, 0.46, i
44: CC(=O)[C@@]1(O)CC[C@H]2[C@@H]3C[C@H](C)C4=CC(=O)C=C[C@]4(C)[C@@]3(F)[C@@H](O)C[C@@]21C
  i, 0, i
45: Cc1cc(C)c(C2C(C#N)=C(N)Oc3n[nH]c(C)c32)cc1CN1CCOCC1 (stereo not given)
  i, 0.01, i
46: CCN(CC)S(=O)(=O)c1cc([N+](=O)[O-])ccc1NNC(=O)Nc1ccccc1OC
  i, -0.51, i
47: COc1ccc(-c2nc3ccccc3o2)cc1OC
  i, 1.53, i
48: COc1ccc(-n2c(C)nnc2SCC(=O)N2C(C)CCCC2C)cc1 (stereo not given)
  i, 0, i
49: O=C(Nc1ccc2oc(-c3ccccc3F)nc2c1)c1ncn[nH]1
  i, 0.67, i
50: COc1ccc(CN2CCCCC2c2cccnc2)c(OC)c1C (stereo not given)
  i, -2.06, i

Continued.
Under each structure – CHT block, Kir21 block, KCNQ2 block
51: O=C(CCC1CCCC1)c1c(O)c2ccccc2oc1=O
  i, 0.36, i
52: COCC(C)n1c(C)cc(C(=O)COc2ccc(C)nc2[N+](=O)[O-])c1C (stereo not given)
  i, -1.12, i
53: O=C(c1cncs1)N1CCCC(CNS(=O)(=O)c2cccs2)C1 (stereo not given)
  i, 0, i
54: COc1ccc(NC(=O)CSc2nnc(-c3cccs3)n2Cc2ccco2)cc1OC
  i, 0.49, i
55: CCCC(=O)Nc1ccccc1NC(C)=O
  i, 1.67, i
56: CN(C)c1ccccc1C(=O)N1CCCC(C(=O)c2ccc3ccccc3c2)C1 (stereo not given)
  i, 0.59, i
57: COc1ccc(-n2nc(C(=O)c3cccs3)cc(-c3nc4ccccc4[nH]3)c2=N)cc1
  i, 0.18, i
58: O=C1COc2ccc(C(=O)COC(=O)c3cc(S(=O)(=O)NCc4ccccc4)ccc3O)cc2N1
  i, -0.11, i
59: CSCCC(NC(=O)c1ccccc1)C(=O)OCC(=O)c1ccc[nH]1 (stereo not given)
  i, 1.09, i
60: COc1ccc(OC)c(NC(=O)c2cc(-c3cc(C)c(C)cc3O)n[nH]2)c1
  i, 1.21, i
61: COCCCNC(=O)/C=C/c1cccc(Cl)c1
  i, 1.13, i
62: COc1ccccc1NC(=O)N1CCCC1C(=O)NCc1cccs1 (stereo not given)
  i, 0.91, i
63: NNc1ccc2c(C(F)(F)F)cc(C(F)(F)F)nc2n1
  i, -0.15, i
64: O=C(COC(=O)c1ccccc1)NCc1cccs1
  i, 0.57, i
65: CC(C)c1c(C(=O)N/N=C2\CCc3ccccc32)nnn1-c1nonc1N
  i, 1.21, i
66: O=C(O)/C=C/C(=O)NCc1csc2ccccc12
  i, 0.45, i
67: COc1ccc2[nH]c(C(=O)N(C)Cc3ccccc3)c(C)c2c1
  i, 0.05, i
68: CCOc1ccc(NC(=O)CSc2nnc(C3CC3)n2C)cc1
  i, -1.08, i
69: Cc1cccc(N2C(=O)CC(N3CCN(c4ccccn4)CC3)C2=O)c1 (stereo not given)
  i, 0.68, i
70: O=C(NN1CCOCC1)c1ccccc1Br
  i, -1.17, i
71: Cc1ccc(S(=O)(=O)N(CC(=O)N2CCOCC2)c2ccc(Br)cc2)cc1
  i, -0.44, i
72: Cc1cc(OCc2cc(C(=O)N(C)C3CCOCC3)no2)cc(C)c1Cl
  i, -1.74, i
73: COc1ccc(N2CCN(C(=O)CSc3nnnn3-c3ccc4c(c3)OCCO4)CC2)cc1
  i, 0.03, i
74: CCN(CC(=O)NCCc1ccc(F)cc1)Cc1nc2ccccc2c(=O)[nH]1
  i, 0.08, i
75: NCCCC(=O)N1c2ccccc2Sc2ccccc21
  i, -1.34, i
76: CC1(C)CC(=O)C(CC(=O)NC(=O)NCc2ccccc2)=C(O)C1
  i, -0.46, i
77: O=C(CN1C(=O)NC2(CCCC2)C1=O)NCCN1C(=O)S/C(=C\c2ccccc2F)C1=O
  i, -2.33, i
78: Cc1ccc(Nc2cc(C)nc3nc(C)nn23)c(C)c1
  i, 0, i
79: C/C(N)=C(/C#N)C(=O)CSc1nc2ccccc2c(=O)n1Cc1ccc(F)cc1
  i, 0, i
80: CCCCCCC/C=N/Nc1nnc(Cc2ccccc2)c(=O)[nH]1
  i, 0.6, i

The final 2 records of the section above lead into the next.
Under each structure – CHT block, Kir21 block, KCNQ2 block
79: C/C(N)=C(/C#N)C(=O)CSc1nc2ccccc2c(=O)n1Cc1ccc(F)cc1
  i, 0, i
80: CCCCCCC/C=N/Nc1nnc(Cc2ccccc2)c(=O)[nH]1
  i, 0.6, i
81: COc1cccc(/C=N/n2c(COc3ccccc3)n[nH]c2=S)c1OC
  i, -0.77, i
82: CCOC(=O)N1CCN(C(=O)CCn2nc(-c3ccc(Cl)cc3)ccc2=O)CC1
  i, -2.84, i
83: O=C1C(=O)N(CCCn2ccnc2)C(c2ccc(Cl)cc2)/C1=C(\O)c1ccc2c(c1)OCCO2 (stereo not given)
  i, 1.61, i
84: CCc1ccc(-c2cc(C(F)(F)F)n3nc(C(=O)Nc4cnn(Cc5ccc(C)cc5)c4)cc3n2)s1
  i, -0.03, i
85: Cc1ccccc1NC(=O)c1oc(=O)c2ccccc2c1-c1ccccc1
  i, -1.09, i
86: COc1ccc(-c2c(-c3ccccc3OC)sc3ccccc23)cc1
  i, 0.61, i
87: O=C(N/N=C/c1ccc(OC(=O)c2ccc(Br)cc2)cc1)c1ccncc1
  i, 0.73, i
88: Cc1ccc(/C=N/OC(=O)c2nn(C)cc2Cl)cc1
  i, 1.46, i
89: Cc1c(Cl)cccc1NC(=S)N1CCN(c2ccc([N+](=O)[O-])cn2)CC1
  i, -0.17, i
90: COc1ccc(CN(CCO)CCO)cc1[N+](=O)[O-]
  i, 2.77, i
91: COc1ccccc1NC(=O)C1=C(C)NC2=C(C(=O)CC(c3ccc(OC)c(OC)c3)C2)C1c1coc2ccccc2c1=O (stereo not given)
  i, -0.67, i
92: COc1ccc(Cl)cc1NC(=O)c1cccnc1
  i, 0.24, i
93: O=C(COC(=O)c1n[nH]c(=O)c2ccccc12)c1ccc(Br)cc1
  i, 0, i
94: Cc1ccc(NC(=O)CSc2ccc(Br)cc2)cc1S(=O)(=O)N1CCOCC1
  i, -0.4, i
95: COc1ccccc1NC(=O)CSc1ccc(-c2ccco2)nn1
  i, -0.32, i
96: CCS(=O)(=O)Nc1ccc(C(=O)CC2(O)C(=O)Nc3ccccc32)cc1 (stereo not given)
  i, 1.28, i
97: CC(=O)c1ccc(NC(=O)COC(=O)CCC(=O)c2cccs2)cc1
  i, 0, i
98: COCCCNC(=O)c1ccc(Cn2c(=O)c3ccccc3n(CC(=O)NCCc3ccc(OC)c(OC)c3)c2=O)cc1
  i, 0.14, i
99: Cc1nc(C)c(C(=O)N/N=C/c2c[nH]c3ccccc23)s1
  i, 1.22, i
100: COc1cc2[nH]c(=O)n(CCCCCC(=O)NCCCN3CCOCC3)c(=O)c2cc1OC
  i, -1.09, i
101: CCN(CC(=O)Nc1ccc(NC(C)=O)cc1)C(=O)C1CCC1
  i, 2.4, i
102: Cn1nc(C(=O)OCC(=O)NCCc2ccccc2)c2ccccc2c1=O
  i, 0.2, i
103: CCc1c(C(=O)NNC(=S)NC2CCCCC2)csc1C
  i, 0.48, i
104: CCOc1cccc(OCCCCn2cnc3ccccc3c2=O)c1
  i, 0.56, i
105: COc1ccc(NC(=O)Cn2c(=O)oc3cc(S(=O)(=O)N4CCCC4)ccc32)c(OC)c1
  i, -0.01, i
106: CCN(CC)S(=O)(=O)c1ccc(N2CCOCC2)c(NC(=O)c2ccc(OC)c([N+](=O)[O-])c2)c1
  i, 0.59, i
107: COc1ccccc1-c1nnc(SCc2nc3ccccc3[nH]2)n1C
  i, 0.24, i
108: O=C(O)c1cc2sccc2s1
  i, -0.58, i
109: O=C1CSC(=Nc2ccccc2Cl)N1
  i, -0.19, i
110: Cc1ccc(S(=O)(=O)N2CCOC2C(Cl)(Cl)Cl)cc1 (stereo not given)
  i, 0.21, i
111: CCc1noc(C)c1C(=O)Nc1nc(-c2ccccc2)cs1
  i, -0.79, i
112: COc1cc(C(=O)NCCOc2ccccc2)cc(OC)c1OC
  i, 1.12, i
113: Cc1cc(C)c(NC(=O)C(C)(C)C)c(Cl)c1
  i, 0.19, i
114: Cc1ccc(NC(=O)CSc2nc3ccccc3c(=O)n2CCCC(=O)N2CCCC2)cc1
  i, 0, i
115: CCCCC(=O)N/N=C(\C)CC(=O)Nc1ccccc1Br
  i, -0.73, i
116: Cc1ccc(S(=O)(=O)NNC(=O)CCC(=O)Nc2ccc(C)cc2C)cc1
  i, 0, i
117: Cc1ccc(N=Nc2cc(C)ccc2N)cc1
  i, 0.35, i
118: O=C1Nc2ccccc2Oc2cc([N+](=O)[O-])cc(Oc3ccccc3)c21
  i, -0.14, i
